esBAF inh – SWI/SNF esBAF complex inhibition; mouse ES cells, Bmi1-luciferase knock-in reporter, 24 h; 100% = twice the neutral-well signal; reporter increase, % at 12.5 µM; 350,000 tested, 2% active; in the data active means activation above about 40%; inconclusive means no clear call, values can overlap the other calls;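 further: 0% = median of the plate's neutral control wells and 100% = double that signal; a rise in the Bmi1 reporter signal indicates esBAF inhibition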
E-sel inducer – E-selectin induction on HUVECs | P16581 | HUVEC E-selectin immunofluorescence imaging; normalized: neutral wells 0, TNF-alpha wells 100 | activation, % at 7.58 µM | 260,000 tested, 0.37% active | AID 686992;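 active means mean E-selectin-positive cell signal at least 10% of the positive control, reached in at least 60% of replicates, without over 20% cell loss; inconclusive means no rule given, readout overlaps actives, possibly toxicity-flagged; inactive means the rest, including those meeting only one limit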;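 further: in these data hits start at about 27%; measured in HUVEC primary endothelial cells; signal is the percent of cells scored E-selectin positive by PE staining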
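Material: HUVEC primary endothelial cells; Amount: 3,000 cells per well; Dosing: single concentration; Medium: EGM-2 growth medium on 0.1% gelatin-coated wells; Read-out basis: percent E-selectin-positive cells; Signal: immunofluorescence imaging; Control set: TNF-alpha, DMSO.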
ERAP1 inh – inhibitors of human ERAP1 aminopeptidase | recombinant ERAP1, Leu-AMC fluorescence, 60 min | inhibition, % at 10.7 µM | 340,000 tested, 0.15% active | AID 652197;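 active means mean replicate inhibition of at least 30%, or all replicates individually reaching that 30% level; inactive means mean below 30% and not every replicate reaching it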;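 further: 0% = neutral control wells and 100% = L-leucinethiol positive control wells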
Xi reactivation – reactivates the inactive X chromosome in mouse fibroblasts; 360,000 tested, 0.055% active; activation, % at 7.58 µM; XiGFP mouse fibroblasts, % GFP-positive cells imaging, 3 d; cells co-treated with 5-aza-dC sensitizer; scaled so ellipticine positive control = 100%;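 active means mean normalized replicate activation at least 10% and every replicate at or above 10%; inconclusive means only one of the two criteria met; inactive means mean below 10% and not all replicates reach 10%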;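 further: 0% = median of on-plate neutral control wells and 100% = ellipticine 6 µM median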
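material = 68-5-11 XiGFP fibroblast line | medium = DMEM plus 5-aza-dC sensitizer | schedule = 3 days compound exposure | benchmarks = positive control ellipticine, 6 µM final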
ERp5 block – ERp5 (human) disulfide isomerase inhibition. Q15084. ERp5 insulin aggregation, absorbance 650 nm, 90 min. inhibition, % at 9.99 µM. 350,000 tested, 0.05% active. AID 651711;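 active means mean replicate inhibition above about 25%, with every replicate also reaching it, limit read from the data, passing the limit was not always enough; inconclusive means only one of those two criteria met; inactive means neither criterion met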
Target sequence (Q15084 whole entry, looked up): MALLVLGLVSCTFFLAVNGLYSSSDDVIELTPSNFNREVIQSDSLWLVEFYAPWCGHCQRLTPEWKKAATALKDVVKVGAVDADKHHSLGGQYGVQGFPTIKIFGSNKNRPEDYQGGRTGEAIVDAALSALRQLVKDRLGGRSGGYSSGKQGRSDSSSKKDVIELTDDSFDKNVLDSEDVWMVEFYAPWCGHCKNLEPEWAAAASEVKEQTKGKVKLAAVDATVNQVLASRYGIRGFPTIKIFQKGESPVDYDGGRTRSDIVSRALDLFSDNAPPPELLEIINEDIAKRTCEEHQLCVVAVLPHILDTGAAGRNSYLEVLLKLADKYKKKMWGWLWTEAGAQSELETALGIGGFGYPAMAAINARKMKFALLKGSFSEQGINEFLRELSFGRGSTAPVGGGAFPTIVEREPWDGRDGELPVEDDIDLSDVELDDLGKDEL
RAD52 anneal inh – inhibitors of human RAD52 DNA annealing. P43351. AID 651710. recombinant RAD52 DNA annealing, FRET fluorescence. inhibition, % at 18.7 µM. 360,000 tested, 0.46% active;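 active means every replicate showing at least 50% inhibition; inconclusive means mean inhibition at least 50% but not in every replicate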
Target sequence (P43351 whole entry, looked up): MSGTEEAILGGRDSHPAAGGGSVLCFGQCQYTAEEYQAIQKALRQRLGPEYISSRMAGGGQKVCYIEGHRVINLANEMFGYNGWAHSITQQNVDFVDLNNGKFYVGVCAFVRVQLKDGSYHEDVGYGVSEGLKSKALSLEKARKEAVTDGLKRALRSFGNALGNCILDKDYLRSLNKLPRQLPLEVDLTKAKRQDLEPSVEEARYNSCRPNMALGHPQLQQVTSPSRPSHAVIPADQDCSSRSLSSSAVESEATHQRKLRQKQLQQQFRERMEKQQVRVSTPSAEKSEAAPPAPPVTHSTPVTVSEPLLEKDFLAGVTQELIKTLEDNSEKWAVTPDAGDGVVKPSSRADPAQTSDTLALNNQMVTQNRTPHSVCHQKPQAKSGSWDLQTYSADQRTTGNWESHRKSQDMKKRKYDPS
S100A4 inh HTS – blocks human S100A4 binding to myosin IIA peptide; P26447; 360,000 tested, 0.14% active; inhibition, % at 10.7 µM; S100A4/TAMRA-MyoIIA peptide fluorescence polarization;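 active means mean inhibition of at least 70% across replicates, with every replicate also reaching that level; inconclusive means mean inhibition reaches 70% but some replicates fall short; inactive means mean inhibition below 70%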
Target sequence (P26447 whole entry, looked up): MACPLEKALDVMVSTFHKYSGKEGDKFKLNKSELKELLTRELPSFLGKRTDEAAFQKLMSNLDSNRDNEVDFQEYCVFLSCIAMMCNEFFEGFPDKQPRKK
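Compound dosing: one dose per compound; test system: human S100A4 monomer with TAMRA-labelled myosin IIA peptide; probe or stimulus: TAMRA-labelled myosin IIA heavy-chain peptide probe, 5 nM; medium: HEPES buffer with Ca2+, pH 7.2; schedule: 5 min incubation before reading; benchmarks: neutral control DMSO, positive control TFP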
RAD54 inh – inhibitors of human RAD54 branch migration. inhibition, % at 10.4 µM. 360,000 tested, 0.14% active. RAD54 Holliday junction branch migration, FAM/BHQ fluorescence;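 active means mean normalized replicate activity at least 40 and at least half of replicates scoring 40 or more; inconclusive means only one of the two criteria met; inactive means mean below 40 and under half of replicates reaching 40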;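 further: 0% = median of neutral control wells and 100% = median of positive control wells; inhibitors cause a drop in the FAM fluorescence signal; in these data hits start at about 50%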
* marks the source's active call; other numbers are inactive results; ? = inconclusive; · = no result given; & = joins results of further samples.

SMILES | esBAF inh | E-sel inducer | ERAP1 inh | Xi reactivation | ERp5 block | RAD52 anneal inh | S100A4 inh HTS | RAD54 inh
CC(C)CC(=O)Nc1ccc([N+](=O)[O-])cc1Cl | · | · | -1 | 0.0 | 3 | -6 | 4 | ·
COc1ccccc1Oc1ccc(NC(=O)Cc2ccccc2)cc1 | · | -0.4 | · | 0.1 | 6 | -8 | -5 | -5
COc1ccccc1/C=C/C(=O)OCC(=O)NC1CCCCCCC1 | 4 | -0.7 | -2 | 0.2 | -2 | -35 | -5 | 7
COc1ccccc1N1CCN(C(=O)c2cccc(S(=O)(=O)NCc3cccnc3)c2)CC1 | 3 | · | 5 | 0.2 | 2 | -8 | -10 | 0
CC(C)NC(=O)N1CC[C@@H]2[C@H]1c1cc(-c3ccccc3)ccc1N(C)[C@H]2CO | 2 | -0.2 | 3 | 0.0 | 6 | 1 | -6 | 6
O=C(NCCN1C(=O)S/C(=C\c2ccc(Cl)c([N+](=O)[O-])c2)C1=O)C1=COCCO1 | -12 | -0.3 | 5 | 0.1 | -1 | -12 | 4 | -12
Nc1ccccc1Sc1cc(Cl)nnc1Cl | -4 | -0.2 | 0 | 0.4 | 8 | 7 | -2 | 2
O=c1c2ccccc2nc2n1CCCN2 | 3 | · | 9 | 0.1 | 4 | -12 | -7 | -20
COc1cc(OC)cc(C(=O)OCC(=O)c2ccc(S(=O)(=O)N3CCCCC3)cc2)c1 | 0 | · | 5 | 0.0 | -1 | -2 | 1 | -5
CN(C)C(=O)C[C@H]1C[C@H]2c3cc(NC(=O)C4CCOCC4)ccc3O[C@H]2[C@@H](CO)O1 | 2 | -0.1 | -1 | 0.3 | -12 | -3 | 6 | 0
Cc1ccnc(NC(=O)COC(=O)c2ccc(F)cc2F)n1 | -7 | 3.2 | 1 | -0.1 | -9 | -40 | -5 | ·
COc1ccc(C(C(=O)NC2CCCCC2)N(C(=O)c2ccccn2)c2cccnc2)cc1 (configuration not stated) | · | 0.9 | -2 | 0.0 | 7 | -23 | 8 | ·
CC(C)C(C(=O)NC1=NCCS1)c1ccc(Cl)cc1 (configuration not stated) | · | · | 7 | 0.8 | 4 | -8 | -4 | ·
O=C(c1cc(S(=O)(=O)N2CCOCC2)c(Cl)cc1Cl)N1CCN(S(=O)(=O)c2cccc(F)c2)CC1 | -3 | -0.6 | 0 | 0.2 | 0 | -5 | 0 | 1
O=C1NC[C@H](CCCCN2CCN(Cc3ccccc3)C(=O)C2=O)N(CCc2ccc(O)cc2)C1=O | · | 0.2 | · | 0.0 | -3 | -10 | -1 | ·
Cc1cccc(COc2coc(CN3CCN(C(=O)c4ccco4)CC3)cc2=O)c1 | 0 | 0.0 | 3 | 0.5 | 0 | -13 | -5 | 1
O=C(Cn1nnc2ccccc2c1=O)Nc1ccc(S(=O)(=O)N2CCOCC2)cc1 | · | · | 2 | 0.1 | 3 | -55 | 3 | ·
O=C(Cc1cccnc1)N1CC2(C1)[C@H](c1ccccc1)[C@@H](CO)N2C(=O)C1CC1 | · | -0.1 | 3 | 0.2 | 2 | -2 | 3 | ·
CN1C(=O)c2cc(NS(=O)(=O)c3ccc(F)cc3)ccc2OC[C@@H]2O[C@H](CC(=O)NCC(F)(F)F)CC[C@H]21 | -2 | 0.0 | -4 | 0.2 | 3 | -7 | 16 | -13
COc1ccc(C2c3ccc(O)cc3Oc3ncn4nc(-c5ccncc5)nc4c32)cc1OC (configuration not stated) | · | 0.1 | · | · | -2 | -15 | 9 | ·
Cc1ccc(S(=O)(=O)N[C@@H]2CC[C@H](CCNC(=O)Nc3ccc(Cl)cc3)O[C@@H]2CO)cc1 | 15 | 0.7 | 0 | -0.1 | -2 | 14 | -2 | -15
C[C@@H]1CN([C@H](C)CO)C(=O)c2cc(NC(=O)NC3CCCCC3)ccc2O[C@@H]1CN(C)C(=O)Nc1ccccc1 | 0 | 1.5 | 0 | -0.6 | 8 | -2 | -4 | -6
CC(C)[C@H](NC(=O)OCc1ccccc1)C(=O)OCc1ccccc1 | -2 | · | -3 | -0.1 | -2 | -2 | -3 | -6
O=C(C1CC1)N1CC2(C1)[C@H](c1ccccc1)[C@@H](CO)N2CC1CCCC1 | · | -0.1 | 1 | 0.3 | -4 | -16 | -5 | ·

For convenience, two of the compounds above.
SMILES | esBAF inh | E-sel inducer | ERAP1 inh | Xi reactivation | ERp5 block | RAD52 anneal inh | S100A4 inh HTS | RAD54 inh
CC(C)CC(=O)Nc1ccc([N+](=O)[O-])cc1Cl | · | · | -1 | 0.0 | 3 | -6 | 4 | ·
COc1ccccc1Oc1ccc(NC(=O)Cc2ccccc2)cc1 | · | -0.4 | · | 0.1 | 6 | -8 | -5 | -5

Next part
SMILES | esBAF inh | E-sel inducer | ERAP1 inh | Xi reactivation | ERp5 block | RAD52 anneal inh | S100A4 inh HTS | RAD54 inh
CCc1ccc(NC(=O)C(C)OC(=O)c2ccc(N3CCCC3)c([N+](=O)[O-])c2)cc1 (configuration not stated) | · | 26* | -1 | 0.1 | 3 | -3 | 3 | ·
O=C(COC(=O)c1ccc(-n2cnnn2)cc1)Nc1cc(Cl)ccc1F | -6 | · | -1 | 0.2 | 13 | -13 | -18 | 6
O=C(C[C@H]1C=C[C@@H](NC(=O)c2cccnc2)[C@@H](CO)O1)NCCN1CCCCC1 | -2 | 0.0 | -1 | 0.4 | -8 | -17 | 22 | 0
Cc1ccc(S(=O)(=O)N(C)C[C@@H]2Oc3c(NS(=O)(=O)c4cccs4)cccc3C(=O)N([C@@H](C)CO)C[C@@H]2C)cc1 | 4 | 0.0 | 1 | -0.3 | 16 | -8 | -29 | -4
O=C(O)c1cc(N/N=C/C=C/c2ccccc2)ccc1Cl | 90* | 0.0 | 19 | 0.1 | 0 | -29 | 6 | -3
CCNC(=O)C[C@H]1CC[C@H](NC(=O)NC2CCCCC2)[C@@H](CO)O1 | -7 | 0.7 | 1 | -0.3 | -1 | 14 | 13 | -4
Cc1ccccc1OCCC(=O)Nc1ccc2c(C)cc(=O)oc2c1 | 2 | 0.0 | 0 | 0.0 | -6 | -14 | 2 | 5
COc1ccccc1NC(=S)Nc1cccc2cnccc12 | · | 1.8 | -1 | 0.0 | -8 | -9 | -4 | ·
O=C(Nc1ccccc1C(=O)NCc1ccco1)c1ccco1 | -2 | · | 3 | · | -2 | -9 | -4 | 7
O=C(OCc1c(F)cccc1Cl)c1cnc2ccccc2n1 | 21 | 0.3 | 0 | -0.1 | 5 | -5 | 0 | 0
O=C(COC(=O)c1ncc(Cl)c(Cl)c1Cl)NC1CCS(=O)(=O)C1 (configuration not stated) | · | 0.0 | -6 | 0.0 | 5 | -10 | -2 | ·
NC(=O)Cn1cc(/C=N\NS(=O)(=O)c2ccc(Cl)cc2)c2ccccc21 | -7 | · | 5 | 0.1 | -1 | -11 | 3 | -5
O=C(COc1ccc(Br)cc1F)N1CCN(c2ncccn2)CC1 | · | 1.3 | -3 | 0.0 | 8 | -5 | -4 | ·
Cc1ccccc1CN(C)C[C@@H]1OCc2cnnn2CCCC(=O)N([C@H](C)CO)C[C@H]1C | -1&2&-3 | -0.1&0.1 | -2&-2 | 0.0&-0.4 | 1&-2 | -9&13 | -4&5 | -2&3
COc1ccc(C(=O)NCCS(=O)(=O)NCc2cccnc2)cc1 | 1 | -0.2 | -6 | 0.0 | -5 | -11 | 2 | -3
O=C(NCCN1CCOCC1)[C@@]1(CCS(=O)(=O)c2ccccc2)COC(c2ccc(OCCCO)cc2)=N1 | · | · | 2 | · | 0 | -8 | -2 | -7
CCC1C(=O)CC(c2ccccc2)NC1c1ccccc1 (configuration not stated) | · | -0.1 | 3 | 0.0 | -2 | -8 | 0 | ·
CC1(/[N+]([O-])=C/c2ccccc2F)CCCCC1=O (configuration not stated) | 7 | · | 11 | 0.1 | 3 | -3 | 3 | ·
CCOC(=O)C1CCN(C(=O)C(C)Oc2ccc(C(=O)c3ccccc3)cc2)CC1 (configuration not stated) | -8 | -0.1 | -6 | -0.1 | -8 | -10 | -7 | -19
C(=N\N1CCN(Cc2cccc3ccccc23)CC1)/c1cccnc1 | · | · | 0 | · | 2 | -1 | 8 | ·
CCCCCCCCN1C(=O)[C@H](CC(=O)N2CCN(C(=O)c3ccco3)CC2)C[C@@]2(C(=O)OCC)CCCC=C12 | · | -0.1 | · | 0.2 | 4 | -9 | -1 | ·
O=C(Nc1cccc2ccccc12)/C(=C\c1cccc([N+](=O)[O-])c1)NC(=O)c1cccs1 | -2 | 1.2 | 1 | 0.0 | 8 | -17 | -1 | -10
COc1ccc2c3c(n(C)c2c1)[C@@H](CO)N(C(=O)c1ccncc1)CC31CCN(C(C)=O)CC1 | · | 0.1 | -3 | 0.4 | 4 | 4 | -1 | ·
COc1ccc(S(=O)(=O)NC(CC(C)C)C(=O)NC(C)c2cccs2)cc1 (configuration not stated) | -6 | 0.0 | 2 | 0.1 | -1 | -7 | -3 | -2
O=C(Nc1ccc(C(=O)O)cc1)/C(=C\c1ccc2c(c1)OCO2)NC(=O)c1ccccc1 | -1 | · | -4 | 0.2 | ? | -9 | 9 | -13
O=C1CCc2cc(S(=O)(=O)Nc3ccccc3)ccc2N1 | 3 | · | -4 | 0.0 | 3 | -6 | -1 | 1
O=C(CSc1nccn(-c2ccc(Br)cc2)c1=O)Nc1ccccc1F | · | · | 4 | 0.1 | -1 | -7 | 2 | -6
CNC(=O)C[C@H]1CC[C@@H]2[C@H](COC[C@H](O)CN2Cc2ccc(C(F)(F)F)cc2)O1 | -8 | 0.1 | -2 | 0.1 | -2 | -3 | 8 | 5
CCOC(=O)/C(C(=O)Nc1ccccc1Cl)=C1/NC(C)(C)Cc2ccccc21 | 0 | · | 7 | · | -3 | -7 | 1 | 3
COc1ccccc1CC(=O)Nc1ccc(S(=O)(=O)N2CCOCC2)cc1 | 2 | · | -1 | 0.1 | 0 | -22 | 2 | -1
O=C(O)c1ccc(Cl)cc1Nc1nc2cc(Cl)ccc2o1 | 4 | · | 0 | 0.1 | 7 | -12 | 2 | 3
C[C@H]1CN([C@@H](C)CO)C(=O)Cc2cc(NC(=O)CCC(F)(F)F)ccc2O[C@H]1CN(C)Cc1ccc(Cl)c(Cl)c1 | 6 | -3.4 | 2 | -0.2 | -10 | 0 | 3 | -1
CCOC(=O)C1(CCOc2ccccc2)CCN(Cc2ccc(O)c(OC)c2)CC1 | -11 | · | -1 | 0.0 | 2 | -24 | -4 | 3
CCOC(=O)N1CCN(C(=O)CSc2nnc(-c3cccs3)o2)CC1 | -2 | 0.1 | · | 0.3 | 3 | -85 | 11 | -1
CCOc1ccc(C(=O)Nc2cc(-c3nc4ccccc4[nH]3)ccc2Cl)cc1[N+](=O)[O-] | · | 6.8 | -2 | 0.0 | 1 | -29 | -3 | ·
CC(C)NC(=O)N[C@H]1CC[C@@H](CC(=O)NC2Cc3ccccc3C2)O[C@@H]1CO | -2 | -0.1 | 1 | 0.5 | -1 | 1 | -2 | 3
CC1CCN(C(=O)C2CCC(CNc3c(N4CCCCC4)c(=O)c3=O)CC2)CC1 (configuration not stated) | · | 6.0 | -1 | 0.1 | 2 | 11 | 1 | ·

Bioassay records from PubChem.
